# Assay outcomes from PubChem.
# BaF3 parental – parental Ba/F3 viability inhibition as JAK2V617F counter-screen. inhibition, % at 5.6 µM. CellTiter-Glo ATP luminescence. actives 1.1% (n = 220,000);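 active = inhibition above a per-campaign cutoff, the mean inhibition of all tested compounds plus 3 SD, cut at about 27% in these data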;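 also: 0% = DMSO wells and 100% = JAK Inhibitor I control wells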
# Wee1 degr inh – human Wee1 degradation inhibition, primary screen. reporter increase, % at 5 µM. AID 1321. actives 1.2% (n = 220,000). P30291. HeLa Luc-Wee1K328M stability, luciferase luminescence; 100% = proteasome inhibitor MG132 effect;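 active = activation above the mean of all tested compounds plus 3 SD, set per screening run, cut at about 8.8% in these data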;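 also: cells exposed to compound for 20 h before luminescence read; 0% = DMSO alone and 100% = MG132 at 30 µM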
# NPY2 pot ag – potentiators or agonists of human neuropeptide Y receptor Y2 | P49146 | cells expressing NPY-Y2, potentiator/agonist read-out | activation, % at 3.6 µM | actives 0.45% (n = 220,000); in the data active = activation above about 27%;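 also: cells stimulated with NPY near EC25 plus isoproterenol at EC100; 0% = vehicle plus submaximal agonist and 100% = vehicle plus saturating agonist; some results beyond the cut were filed as inactive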
# S1P4 ag – agonists of human S1P4 receptor; S1P4-expressing cell line, agonist reporter assay; activation, % at 4.98 µM; actives 0.35% (n = 220,000); AID 1509; in the data active = activation above about 11%;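 also: 0% = DMSO vehicle and 100% = reference agonist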
# Target sequence (O95977 whole entry, looked up): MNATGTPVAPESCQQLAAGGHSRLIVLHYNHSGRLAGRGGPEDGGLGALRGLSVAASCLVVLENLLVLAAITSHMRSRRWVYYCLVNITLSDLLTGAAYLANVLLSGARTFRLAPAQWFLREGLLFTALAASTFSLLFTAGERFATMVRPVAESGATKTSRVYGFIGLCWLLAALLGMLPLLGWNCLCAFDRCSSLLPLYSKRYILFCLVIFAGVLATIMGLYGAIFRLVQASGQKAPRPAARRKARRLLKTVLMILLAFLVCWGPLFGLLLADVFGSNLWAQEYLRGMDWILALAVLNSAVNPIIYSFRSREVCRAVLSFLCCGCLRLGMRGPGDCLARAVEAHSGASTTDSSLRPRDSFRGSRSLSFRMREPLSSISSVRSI
# PERK inh – human PERK inhibition, primary cell-based screen; Q9NZJ5; CHO PERK-DD fusion, SEAP luminescence translation reporter; inhibition, % at 5.6 µM; actives 0.17% (n = 220,000);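 active = inhibition above the mean inhibition of all tested compounds plus 3 SD, set separately per screening campaign, cut at about 2.9% in these data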;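 also: PERK kinase domain activated by AP20187 dimerizer at 100 nM; 0% = DMSO with dimerizer and 100% = rapamycin at 8.4 µM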
# S1P4 antag – antagonists of human S1P4 receptor | O95977 | S1P4-expressing cells, antagonist mode, reporter read-out | inhibition, % at 4.98 µM | actives 0.26% (n = 220,000) | AID 1510; in the data active = inhibition above about 29%;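 also: 0% = wells stimulated with agonist and 100% = vehicle wells without agonist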
# eIF4E 4G PPI – blocks eIF4E binding to eIF4G; P63073+Q04637; TR-FRET eIF4E-eIF4GI(517-606) binding, 2 h; inhibition, % at 21.7 µM; actives 0.37% (n = 220,000); AID 782;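 active = inhibition above about 30%, limit read from the data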;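 also: 0% = full FRET control wells and 100% = background wells lacking eIF4GI fragment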
# Ba/F3 V617F tox – lowers viability of Ba/F3 cells expressing EpoR and JAK2V617F. ATP luminescence. inhibition, % at 5.6 µM. actives 1.1% (n = 220,000);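 active = inhibition above the campaign mean plus 3 SD over all tested compounds, cut at about 24% in these data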;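 also: cytokine-independent growth of Ba/F3 cells driven by EpoR plus mutant JAK2; 0% = DMSO-treated cells and 100% = JAK inhibitor I control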
# MDM2 E3 inh – Mdm2 E3 ligase (human) inhibition | Q00987 | cell-based MDM2 ubiquitination luciferase reporter, 2 h; 0 = plate control, 100 = twice control, blank-subtracted | signal enhancement, % at 5 µM | actives 0.11% (n = 210,000);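 active = signal enhancement of 30% or more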;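 also: luminescence tracks abundance of the self-degrading MDM2-luciferase fusion protein; higher signal means inhibition of MDM2 E3 ligase activity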
# Target sequence (Q00987 whole entry, looked up, the tested form may be a part): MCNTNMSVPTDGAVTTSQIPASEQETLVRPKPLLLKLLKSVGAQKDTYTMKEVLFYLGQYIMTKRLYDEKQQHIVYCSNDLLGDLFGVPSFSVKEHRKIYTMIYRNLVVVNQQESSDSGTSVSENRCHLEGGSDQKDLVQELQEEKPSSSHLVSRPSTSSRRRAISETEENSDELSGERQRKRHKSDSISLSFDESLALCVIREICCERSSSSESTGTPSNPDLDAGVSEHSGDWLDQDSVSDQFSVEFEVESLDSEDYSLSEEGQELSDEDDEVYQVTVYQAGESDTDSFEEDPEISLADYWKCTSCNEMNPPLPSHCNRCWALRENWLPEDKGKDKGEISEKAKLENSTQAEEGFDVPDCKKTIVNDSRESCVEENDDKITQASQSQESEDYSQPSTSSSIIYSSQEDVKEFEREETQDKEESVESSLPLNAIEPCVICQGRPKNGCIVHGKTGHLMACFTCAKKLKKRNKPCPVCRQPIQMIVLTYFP
#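 Assay system: stable mammalian line carrying autodegrading MDM2–luciferase fusion reporter; amount: 2000 cells seeded into each well; buffer or medium: DMEM; benchmarks: plate control and blank wells; signal: luciferase luminescence; timing: 2 h compound exposure at 37 °C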
# Active calls of the source: *; nt = no result given; [ ] = remark or other dose.
SMILES,BaF3 parental,Wee1 degr inh,NPY2 pot ag,S1P4 ag,PERK inh,S1P4 antag,eIF4E 4G PPI,Ba/F3 V617F tox,MDM2 E3 inh
CCOc1cc(C#N)c(NC(=O)c2ccnn2C)cc1OCC,7,0,2,0.0,0.4,-10,-7,0,-11
CCOC(=O)C1CCN(Cc2cn(C)nc2-c2ccc(Oc3ccccc3)cc2)CC1,8,-3,-32,0.2,1.6,-4,2,-1,-8
COc1ccccc1CNC(=S)Nc1ccc2nc(N3CCN(C)CC3)cc(C)c2c1,8,1,15,-2.2,0.0,6,-1,1,-8
O=CNCCCc1nc2ccccc2n1Cc1ccccc1,2,-3,-2,-0.1,0.4,15,-7,3,-10
Cc1cccc(Nc2nc(-c3ccc4c(c3)OCCO4)cs2)c1,6,4,0,2.7,-0.7,-3,-10,1,-11
Cc1cc(C)c(NC(=O)c2c[nH]c(=S)n2-c2ccc(F)cc2)c(C)c1,4,-1,5,0.3,1.6,3,2,-1,-3
O=C(C1=C[C@@H](c2coc3ccccc3c2=O)C[C@@H](OCCCCO)O1)N1CCOCC1,5,1,-1,-0.6,1.0,4,-1,-6,nt
Cc1ccc(NC(=O)C2CCN(S(=O)(=O)c3ccc(F)cc3)CC2)cc1,7,-3,105*,0.4,-0.2,3,-7[fluorescence artefact?],-1,-6
COc1ccccc1-n1c(-c2ccccc2)n[nH]c1=S,5,2,-3,-0.5,1.0,9,4,-1,-4
O=C(Oc1ccc(-c2ccccc2)cc1)N1CCCCC1,-1,1,-1,1.3,0.7,-31,-2,-2,-16

# As a working copy, some entries already given.
SMILES,BaF3 parental,Wee1 degr inh,NPY2 pot ag,S1P4 ag,PERK inh,S1P4 antag,eIF4E 4G PPI,Ba/F3 V617F tox,MDM2 E3 inh
CCOc1cc(C#N)c(NC(=O)c2ccnn2C)cc1OCC,7,0,2,0.0,0.4,-10,-7,0,-11
CCOC(=O)C1CCN(Cc2cn(C)nc2-c2ccc(Oc3ccccc3)cc2)CC1,8,-3,-32,0.2,1.6,-4,2,-1,-8
COc1ccccc1CNC(=S)Nc1ccc2nc(N3CCN(C)CC3)cc(C)c2c1,8,1,15,-2.2,0.0,6,-1,1,-8

# (more compounds)
SMILES,BaF3 parental,Wee1 degr inh,NPY2 pot ag,S1P4 ag,PERK inh,S1P4 antag,eIF4E 4G PPI,Ba/F3 V617F tox,MDM2 E3 inh
C#CCNC(=O)C1=C[C@H](c2ccc(C(F)(F)F)cc2)C[C@H](OCc2ccc(CO)cc2)O1,3,2,-6,-1.0,-0.4,3,-3,-1,nt
CCOC(=O)C1=C(C(C)=O)C(c2cccnc2)C(C#N)=C(N)O1 (stereo not drawn),2,-3,1,0.4,-0.3,-25,0[fluorescence artefact?],-2,-3
CSc1ccccc1OC1CCN(Cc2ccccc2)CC1,2,-2,6,0.3,-0.4,7,17,-1,8
O=C(Nc1ccc2c(c1)OCCO2)C1CCN(c2cnccn2)CC1,0,2,7,-0.2,1.4,3,-4,2,-13
Cc1ccc2cccc(S(=O)(=O)NC3CCS(=O)(=O)C3)c2n1 (stereo not drawn),0,1,-5,1.1,0.1,2,2,-3,-28
CS(=O)c1ccccc1COC(=O)Nc1ccc(Cl)cc1 (stereo not drawn),8,4,-15,-2.1,0.7,-9,0,-2,8
CCc1cc(C(=O)Cc2nc3ccccc3s2)c(O)cc1OCC(=O)O,0,3,-6,-0.1,1.2,-2,-3,-3,0
O=c1c2ccccc2nc(SCc2nnc(-c3ccccc3Br)o2)n1-c1ccccc1,4,7,0,1.1,1.1,-7,7[fluorescence artefact?],-2,2
Cc1ccc(S(=O)(=O)NCCCN2CCOCC2)cc1C,2,-1,2,-4.1,0.9,-16,3[fluorescence artefact?],-1,3
CSc1ccccc1-n1nnnc1SCC(=O)Nc1cc(C)ccc1C,4,7,-1,0.8,-0.6,3,1,5,-18
CN1C2CCC1CC(OC(=O)c1c[nH]c3ccccc13)C2 (stereo not drawn),1,7,6,0.0,0.9,-11,-1,-2,-8
COC(=O)CCS(=O)(=O)c1ccc(Cl)cc1,1,-2,9,-3.0,0.6,8,6,-5,-19
COc1ccc(CC(=O)Nc2ccc(N3CCN(c4ccc(OC)cc4)CC3)c(C#N)c2)cc1,8,-3,2,0.5,-0.9,-14,4,1,-20
CN(C)CCCN(C(=O)CCc1ccccc1)c1nc2ccc(Br)cc2s1,7,2,16,-1.1,1.2,27,2,3,-7
O=C(c1cc(-c2ccccn2)nc2c(Cl)cccc12)N1CCN(C(=O)C2CCCO2)CC1 (stereo not drawn),8,1,-10,-0.3,-0.4,1,-2,2,0
COc1ccc(-n2nc(C(=O)Nc3ccc4c(c3)OCO4)c3ccccc3c2=O)cc1,3,1,-7,1.4,-0.3,-33,0,-3,-6
CS(=O)(=O)Oc1ccc(Br)cc1/C=C1/N=C(c2ccco2)OC1=O,6,1,-5,0.8,0.6,-1,3[fluorescence artefact?],3,2
COc1cc(/C=N/NC(=O)c2ccncc2)ccc1OC(=O)c1ccc([N+](=O)[O-])cc1,0,4,-12,2.2,-0.6,-12,16,0,-35
Nc1nonc1C(=O)OCC(=O)N1CCCCC1,3,-4,-11,0.4,1.1,-1,1[fluorescence artefact?],-1,-11
COC(=O)CC(NC(=O)c1cccs1)c1ccc(OC)c(OC)c1 (stereo not drawn),5,-4,-2,1.5,0.0,0,1,0,-4
COc1cccc(CNC(=O)CNC(=S)N(Cc2ccccc2)Cc2ccccc2F)c1,7,-1,-14,-1.3,-0.8,-5,1,7,-15
CN1/C(=C\C(=O)CN2C(=O)NC3(CCCCCC3)C2=O)C(C)(C)c2ccccc21,46*,1,-6,0.6,-2.2,8,12,41*,-2
COc1ccc(C(C)=O)cc1CSc1nnc(SCc2cc(C(C)=O)ccc2OC)s1,-2,3,12,-1.8,1.4,-10,-5,0,nt
COc1cc2nc(NC(=O)c3ccco3)sc(=O)c2cc1OC,-2,-3,-26,-0.7,2.1,5,5,-2,-15
CCCOc1ccc2ccccc2c1/C=N/n1c(C)nnc1-n1nc(C)cc1C,26,8,0,-0.9,-0.8,5,2,24*,-19
Cc1ccc(C(=O)COC(=O)c2ccc(-c3cnc4ccccc4n3)cc2)cc1C,3,1,-8,2.1,0.1,1,4,1,-10
O=C(CN1CCN(S(=O)(=O)c2ccccc2)CC1)Nc1ccc2c(c1)CCC2,1,0,5,-0.2,0.5,-12,3,-2,-12
O=C(COC(=O)CCc1ccc(S(=O)(=O)N2CCOCC2)cc1)Nc1ccc(Cl)cn1,1,0,4,-0.9,0.0,-18,1,-5,-9
COc1cc(/C=N/NC(=O)CC2(C)OCCO2)cc(Br)c1O,-3,3,2,1.9,1.2,-3,15,-5,-13
COCCNC(=O)C(c1ccco1)N(C(=O)Cn1nnc2ccccc21)c1ccccc1C (stereo not drawn),1,-3,20,-0.3,0.0,-17,-1,-3,9

# 2 compounds from above, limited to NPY2 pot ag and MDM2 E3 inh.
canonical_smiles | NPY2 pot ag | MDM2 E3 inh
C#CCNC(=O)C1=C[C@H](c2ccc(C(F)(F)F)cc2)C[C@H](OCc2ccc(CO)cc2)O1 | -6 | nt
COc1cccc(CNC(=O)CNC(=S)N(Cc2ccccc2)Cc2ccccc2F)c1 | -14 | -15

# (next part)
SMILES,BaF3 parental,Wee1 degr inh,NPY2 pot ag,S1P4 ag,PERK inh,S1P4 antag,eIF4E 4G PPI,Ba/F3 V617F tox,MDM2 E3 inh
Cc1cccc(Cn2ccc(-c3ccc(Cl)cc3)c(C#N)c2=O)c1,5,-2,-1,-0.8,1.6,-9,-17,-1,-17
CCc1ccc(N2CN(Cc3cccnc3)CNC2=S)cc1,0,1,-1,1.2,0.2,5,4,-4,-8
CC(C)Cc1nc2sc3c(SCC(N)=O)ncnc3c2c2c1CCC2,-1,3,-12,0.7,0.3,-1,2,-2,-14
Cc1ccc2cc3c(N)[nH]nc3nc2c1,5,-3,1,-0.2,0.0,-13,-4[fluorescence artefact?],4,-17
CC(C)(C)C(=O)NC(=S)Nc1ccccc1N1CCCC1,7,0,-16,0.7,1.5,-18,1,-2,-24
O=C(CSc1nc(NS(=O)(=O)c2ccccc2)cc(=O)[nH]1)Nc1ccc(Cl)cc1,1,3,7,0.6,1.6,-6,-2,-5,8
Clc1ccc(OCc2nc(-c3ccncc3)no2)c(Cl)c1,5,-2,8,0.9,-0.2,-18,5,0,-7
Cc1ccc2[nH]c(=O)c(CN(CCc3ccccc3)C(c3nnnn3Cc3ccco3)C(C)C)cc2c1 (stereo not drawn),4,-3,-12,-0.7,-0.6,18,-6,4,-2
Cc1cc([N+](=O)[O-])nn1CC(=O)Nc1sc2c(c1C(N)=O)CCCC2,3,4,5,3.0,0.3,-2,-1,-1,2
CCOC(=O)C(=O)Nc1ccc(Oc2ccccc2)cc1,1,-1,-17,-0.4,0.5,-20,1,-1,3
Cc1nc2ccc(-c3nc4ccccc4o3)cc2[nH]1,1,0,5,1.2,-0.7,5,-4,-2,-43
CCSc1nnc(Cn2c(=O)sc3ccccc32)n1C,-2,1,2,-0.3,0.7,-10,-7,-2,-10
CCn1cc(C(=O)N2CCN(C(=O)c3ccco3)CC2)c2cc(OC)c(OC)cc2c1=O,2,-2,10,1.3,0.6,-11,-3,0,5
COCCNC(=O)c1c(N)sc2c1CCCC2,9,-2,-11,-1.5,0.0,-10,10,2,-1
CC(=O)Nc1ccc(NC(=O)c2cc(-n3cnnc3)ccc2Cl)cc1,6,-3,-18,-0.2,0.6,-14,-1,2,nt
Cc1ccn(C(=O)c2cc3cc(Cl)ccc3oc2=O)n1,4,-1,-9,-2.0,0.0,0,17,-2,1
NC(=O)NC(CC(=O)OCC(=O)NC(=O)NCc1ccco1)c1ccc(Cl)cc1 (stereo not drawn),2,0,2,0.7,-0.2,-16,-6,-2,-9
CC(C)CN1CCN(Cc2ccc3ncccc3c2)CC1CCO (stereo not drawn),4,2,-10,0.5,0.0,4,-1,4,-15
N#Cc1ccsc1NC(=O)CSc1ncnc2ccccc12,4,-2,-16,0.8,-1.4,-9,-7,8,-3
O=C(Nc1nc2cc3c(cc2s1)OCCO3)c1cccs1,2,-1,3,0.9,-0.9,3,5,2,-58
CCN(CC(=O)NCc1cccs1)c1ccc(S(=O)(=O)N2CCOCC2)cn1,2,-2,16,0.0,-0.1,-9,2,-3,-12
O=C(CSc1nncs1)NC(=O)NCc1ccco1,2,-3,-5,-1.0,1.3,-12,2,-4,-2
O=C(O)CCc1ccc(-c2ccccc2)n1CC1CCCO1 (stereo not drawn),0,-3,4,-0.7,1.4,-6,8,-5,-13
COc1ccccc1CNC(=O)c1cccc(NC(=O)c2ccccc2)c1,7,0,-4,-0.7,0.2,-15,1,1,-21
Fc1ccc(NC(=S)N/N=C/c2ccc(F)c(F)c2)cc1,4,-1,-16,1.1,-0.1,-8,-4,-1,-9
Cc1ccc(C)c(NC(=O)Cn2nc(C(F)(F)F)cc2C2CC2)c1,4,1,2,-3.6,0.0,1,-9,2,-20
Cc1ccc(CNC(=O)Cn2nnc3ccccc3c2=O)cc1,6,9,-11,1.4,0.4,-10,-2,-3,-4
Cc1ccc(-n2c(C)nc3c(cnn3-c3ccc(C)c(C)c3)c2=O)cc1C,2,0,-8,-2.6,-1.1,-7,-4,5,-16
O=C(CN(C(=O)Cn1nnc(-c2ccccc2F)n1)c1cnc2ccccc2c1)NCC1CCCO1 (stereo not drawn),7,1,-1,2.8,-0.2,-7,0,4,-17
Cc1[nH]c2ccccc2c1/C=N/NC(=O)c1cccc(F)c1,4,0,-7,-1.1,-0.1,-11,-3,0,3
O=C(Nc1cccc(Cl)c1)N1CCN(Cc2ccccc2)CC1,2,4,-6,2.7,0.6,0,2,-1,-6
CCc1cc2ccc(OC)cc2nc1SCC(=O)NNC(=O)c1ccco1,5,-2,-14,0.8,1.4,2,-2,0,2
